Screening results as filed in PubChem.
SUMO Mot1 rescue = inhibitors of SUMOylation pathway: yeast Mot1-301 growth rescue | 320,000 compounds, 1% hits | growth rescue, % at 18.8 µM | S. cerevisiae Mot1-301 growth rescue, ATP luminescence, 38.5C; percent above DMSO median, 100 means doubled;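 active = every valid replicate shows activation above 250% relative to neutral control wells; inactive = the rest, any valid replicate at or below 250%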;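 note: OY570 slx delta 5 strain wells were the positive control but not used for scaling; some compounds called inactive have numbers as strong as hits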
NSD2 inh = inhibitors of human histone methyltransferase NSD2. 310,000 compounds, 0.54% hits. AID 743445. inhibition, % at 12.5 µM. NSD2 peptide methylation, AlphaScreen, 120 min; in the data active = inhibition above about 50%
Keap1 Nrf2 FP = Keap1-Nrf2 (human) interaction inhibition; Q14145; Keap1 Kelch-Nrf2 peptide fluorescence polarization, 1536-well; inhibition, % at 9.4 µM; 340,000 compounds, 0.15% hits; AID 504523; in the data active = inhibition above about 12%;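 note: human Keap1 Kelch domain with fluorescein labeled Nrf2 9mer peptide probe; 0% = neutral control wells and 100% = peptide positive control; higher means more block of Keap1 binding to Nrf2 peptide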
Target sequence (Q14145 whole entry, looked up, the tested form may be a part): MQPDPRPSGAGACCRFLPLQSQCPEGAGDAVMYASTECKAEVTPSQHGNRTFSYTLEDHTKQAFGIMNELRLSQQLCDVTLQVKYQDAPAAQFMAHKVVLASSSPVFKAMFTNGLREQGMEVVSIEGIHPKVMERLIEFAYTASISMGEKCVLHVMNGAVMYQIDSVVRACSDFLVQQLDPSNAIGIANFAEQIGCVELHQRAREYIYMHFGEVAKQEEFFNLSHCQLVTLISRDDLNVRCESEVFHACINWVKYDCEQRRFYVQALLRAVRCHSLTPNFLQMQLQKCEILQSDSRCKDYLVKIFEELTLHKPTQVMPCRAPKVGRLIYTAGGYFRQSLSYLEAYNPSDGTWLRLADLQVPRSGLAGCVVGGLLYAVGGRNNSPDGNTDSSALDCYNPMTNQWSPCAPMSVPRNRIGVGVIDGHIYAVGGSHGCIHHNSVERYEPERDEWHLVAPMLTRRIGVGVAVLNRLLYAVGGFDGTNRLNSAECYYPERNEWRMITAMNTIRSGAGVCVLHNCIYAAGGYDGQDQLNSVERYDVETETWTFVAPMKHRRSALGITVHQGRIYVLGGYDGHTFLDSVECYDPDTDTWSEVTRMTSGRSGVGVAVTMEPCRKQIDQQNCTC
Cardiac RTF inh = cardiac RTF calcium desensitization; IANBD-labeled cardiac RTF, Ca2+ fluorescence; inhibition, % at 7.15 µM; 340,000 compounds, 0.12% hits; AID 493244;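 active = inhibition above the mean inhibition of all tested compounds plus 3 SD, cut at about 17% in these data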;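 note: assay run at fixed EC70 calcium of 1.6 mM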
Rtt109 Vps75 = inhibitors of Candida albicans Rtt109/Vps75 histone acetyltransferase. purified Rtt109/Vps75, ThioGlo CoA-SH fluorescence, 4 h. 330,000 compounds, 0.16% hits. inhibition, % at 34.9 µM. AID 540336;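 active = inhibition of at least 50% in every replicate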
dFosB activator = mouse delta FosB homodimer activation. P13346. purified delta FosB, TAMRA-CDK5 oligo fluorescence polarization; percent of positive-control signal above neutral wells. activation, % at 25 µM. 340,000 compounds, 0.99% hits. AID 493131;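 active = mean activation above about 17%, with every replicate also reaching it, limit read from the data, passing the limit was not always enough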;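 note: fluorescence polarization rise as delta FosB binds a TAMRA Cdk5 AP-1 oligo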
Target sequence (P13346 whole entry, looked up): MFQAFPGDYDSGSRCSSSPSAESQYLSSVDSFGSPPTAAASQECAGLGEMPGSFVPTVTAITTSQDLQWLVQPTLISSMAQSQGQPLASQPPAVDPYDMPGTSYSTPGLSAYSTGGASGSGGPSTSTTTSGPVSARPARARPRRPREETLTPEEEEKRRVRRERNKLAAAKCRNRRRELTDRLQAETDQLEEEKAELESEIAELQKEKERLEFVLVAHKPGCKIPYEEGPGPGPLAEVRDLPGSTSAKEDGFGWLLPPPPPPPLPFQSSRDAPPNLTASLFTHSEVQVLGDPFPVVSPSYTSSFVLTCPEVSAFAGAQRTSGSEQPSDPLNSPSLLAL
C-LANA FP = KSHV C-LANA DNA binding inhibition; MBP-C-LANA/FAM-LBS DNA binding, fluorescence polarization; inhibition, % at 9 µM; 340,000 compounds, 0.078% hits; AID 504423;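 active = highest replicate inhibition at or above 60% at 9 µM, even if other replicates fall short; inactive = all replicates below 60% inhibition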;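 note: 0% = neutral control wells and 100% = 4 µM acridine orange control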
RTF Ca sens act = increases calcium sensitivity of human cardiac regulated thin filaments; activation, % at 7.2 µM; 340,000 compounds, 0.24% hits; P19429+P45379; IANBD-labeled TnC RTF fluorescence at EC20 calcium; 0% EC20 calcium, 100% full calcium; AID 493008;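 active = activation above the mean over all tested compounds plus 3 SD, cut at about 30% in these data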;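 note: rise in fluorescence read as greater calcium sensitivity of cardiac thin filaments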
PfHsp90 yeast 2 = reduces growth (ATP signal) of yeast expressing P. falciparum Hsp90; AID 504621; inhibition, % at 9.4 µM; S. cerevisiae expressing PfHsp90, BacTiter-Glo ATP, 48 h; yeast lacking PDR1 and PDR3 efflux regulators; 310,000 compounds, 0.32% hits;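 active = every replicate shows inhibition above about 80%, whatever the replicate mean, limit read from the data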;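 note: 0% = DMSO neutral controls and 100% = 20 µM radicicol positive controls; yeast relying on Plasmodium falciparum Hsp90 in place of its own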
CDK5 p35 inh = CDK5/p35 (human) kinase inhibition; 330,000 compounds, 0.01% hits; inhibition, % at 10 µM; Recombinant CDK5/p35, ADP-Glo luminescence, 60 min; Q00535+Q15078;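 active = highest replicate inhibition of at least 50% and at least 75% of replicates reaching 50%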;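 note: plate controls were DMSO neutral control for no effect and GW8510 at 10 µM for full effect; many of its hits are not listed in these tables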
PvdQ inh = blocks Pseudomonas aeruginosa PvdQ acylase activity; inhibition, % at 10 µM; 340,000 compounds, 0.063% hits; purified PvdQ acylase, fluorescence plate reader; in the data active = inhibition above about 30%, passing the limit was not always enough;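 note: 0% = vehicle neutral wells and 100% = reference inhibitor wells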
An asterisk follows results filed as active; x = not tested or not shown. The order is random. Share with any hit: about 3.2%.

SMILES	SUMO Mot1 rescue	NSD2 inh	Keap1 Nrf2 FP	Cardiac RTF inh	Rtt109 Vps75	dFosB activator	C-LANA FP	RTF Ca sens act	PfHsp90 yeast 2	CDK5 p35 inh	PvdQ inh
Cc1cc(C(=O)NCC2CCCO2)n(-c2ccccc2)n1 (configuration not stated)	-14.3	x	-5.7	-8.3	-15.6	7.8	-3.3	8.6	-8.3	1.9	-3.1
CCOc1cccc(=O)c2c(C)n(-c3ccc(C(=O)O)cc3)c(C)c12	4.1	92.8*	-4.1	-3.6	4.7	-5.4	6.1	-0.7	0.5	-0.5	-1.9
COc1ccc(Cn2c(=O)[nH]c3cc(C(=O)N4CCN(c5ccccc5F)CC4)ccc3c2=O)cc1	6.7	x	2.6	12.1	-8.2	17.8*	0.4	2.2	-11.6	0.6	-4.1
Cc1cc(S(=O)(=O)N2CCN(c3ccccn3)CC2)ccc1F	-2.5	-2.3	-1.7	-0.9	1.7	2.9	0.0	-1.2	29.0	-0.8	-4.7
CCOc1ccc(NC(=S)NC(=O)/C=C/c2ccc(C)cc2)c([N+](=O)[O-])c1	9.6	2.9	-2.8	-11.9	-6.5	39.4*	-1.7	-16.5	-0.1	-0.4	-10.7
O=C(CCS(=O)(=O)c1ccccc1)Nc1nc2c(s1)COc1ccccc1-2	-5.7	x	-2.8	-4.9	-3.8	-5.4	2.6	1.4	7.3	0.5	3.9
O=C(NCc1ccccc1)C1=C[C@@H](c2ccc(Br)cc2)C[C@@H](OCc2ccc(CO)cc2)O1	4.1	x	1.4	-14.6	3.3	-12.7	2.9	4.9	-6.5	0.6	-4.0
COc1ccc(C(=O)Nc2nnc(Cc3cccs3)s2)cc1OC	-4.8	2.3	-4.1	-4.6	12.0	1.9	1.0	5.7	x	1.5	-9.0
CC(=O)Nc1cccc(OCCCNS(=O)(=O)c2ccc(F)cc2)c1	20.4	-2.5	-0.4	-0.9	-14.3	2.2	1.1	-1.6	-12.7	1.1	-14.4
Cc1c(NC(=S)NC(=O)C(C)(C)C)cccc1[N+](=O)[O-]	-1.9	0.3	2.0	2.1	-0.3	1.5	-1.8	-4.7	24.2	-1.6	-5.3
CCOC(=O)Nc1cc(NC(=O)OCC)c(C)nc1C	9.7	1.8	-2.7	-7.1	7.9	-1.3	4.1	-2.8	-7.6	-0.9	-4.3
CC(Cc1c[nH]c2ccccc12)C(=O)NCc1ccco1 (configuration not stated)	-0.1	63.2*	-1.9	-4.7	9.4	-10.2	6.9	-1.2	0.5	-1.7	-12.1
CCO[C@H]1OC(C(=O)NCc2nc3ccccc3[nH]2)=C[C@@H](C2CCCCC2)[C@@H]1CCCO	-1.9	x	-3.7	-5.9	6.0	-16.8	-0.7	5.7	-22.0	-2.5	-17.7
S=c1nc[nH]c2c1cnn2Cc1ccccc1	-20.8	0.6	0.8	2.2	3.3	-0.2	-0.1	-0.6	-6.2	2.7	-6.3
Cc1cccc(C(=O)Oc2c(Br)cc(Br)cc2/C=N/NC(=O)c2ccncc2)c1	9.0	-0.6	-5.6	2.3	2.8	5.1	-2.5	6.5	-86.5	0.7	-10.6
Cc1ccc(F)c(NC(=O)C2CCCCC2C(=O)O)c1 (configuration not stated)	-9.1	-1.5	-6.4	-14.8	7.3	-3.0	0.7	5.2	-4.2	2.4	-17.1
CC(C)(C)OC(=O)N1CCC(c2c(C(=O)NCC3CCN(C4CCCC4)C3)cnn2-c2ccccc2)CC1 (configuration not stated)	10.8	6.6	-2.9	-12.2	24.0	-8.7	-2.0	-1.6	13.1	0.5	-8.4
COc1ccc(C2C3=C(CC(C)(C)CC3=O)Oc3ncn(Cc4ccccc4)c(=N)c32)cc1 (configuration not stated)	-33.2	6.3	-3.1	0.7	6.1	-16.2	-0.2	1.4	-38.7	-1.0	-15.8
C/C(=N\N(C)C)C1=C(O)c2ccccc2C1=O	-22.1	-1.0	3.6	5.1	-0.6	1.7	-1.3	-0.9	-11.1	-0.9	-12.5
COc1cc2cc(CCOC(=O)c3ccc(C#N)cc3)oc(=O)c2cc1OC	-24.3	x	-1.8	3.7	4.5	-5.6	-0.3	2.0	5.6	1.1	-6.1
CCn1nc(C)c(CN2CCC(Oc3ccc(C(=O)N4CCCC4)cc3)CC2)c1C	27.7	-2.4	-0.4	-1.4	-10.8	1.5	-0.3	-4.6	4.8	-1.3	-10.7
COc1ccc(NC(=O)c2cccnc2NCCc2ccccc2)cc1	15.0	-0.4	6.5	-4.2	8.5	-9.7	1.9	4.1	22.4	1.6	-5.0
O=C(Cn1nc(-c2ccc(Cl)cc2)c2ccccc2c1=O)Nc1cccnc1	-25.8	1.0	-7.6	-1.6	14.3	-15.0	2.7	2.8	-74.3	-3.6	-22.1
COc1ccc(-c2cc3nc(CCl)[nH]c(=O)c3s2)cc1	-48.3	-6.5	-5.1	11.4	-3.4	-22.0	0.0	3.0	-4.2	2.7	-9.1
CCNC(=S)NNC(=O)c1ccccc1Cl	67.2	-2.8	3.8	-7.5	-2.4	-2.3	-0.6	4.9	11.3	x	6.0

Continuation:
SMILES	SUMO Mot1 rescue	NSD2 inh	Keap1 Nrf2 FP	Cardiac RTF inh	Rtt109 Vps75	dFosB activator	C-LANA FP	RTF Ca sens act	PfHsp90 yeast 2	CDK5 p35 inh	PvdQ inh
CC12CCC(=O)C=C1CCCC2=O (configuration not stated)	x	-0.9	-1.3	7.0	0.5	-1.5	-1.0	-2.9	x	0.2	-0.1
O=C(O)c1cc2c(cc1NC(=O)c1ccccc1OC(F)F)OCCCO2	1.0	-5.2	-6.2	10.9	0.3	9.3	0.4	-4.3	-26.2	-1.2	-6.3
C=CCNC(=O)/C(=C\c1ccc(Br)cc1)NC(=O)c1ccccc1OC	-4.8	-0.6	0.6	-42.4	31.4	-4.6	-0.4	-4.3	-9.7	0.9	3.9
COc1ccc(NC2CCCN(C(=O)CCc3cccc(F)c3)C2)cc1 (configuration not stated)	-4.6	9.6	0.2	-7.6	1.4	-0.8	0.8	0.9	0.3	-2.2	-17.4
C[C@H](CO)N1C[C@H](C)[C@H](CN(C)S(=O)(=O)c2ccccc2)Oc2ccc(NC(=O)NC3CCCCC3)cc2CC1=O	9.2	x	2.3	-3.2	6.5	-1.0	-0.9	4.2	2.8	-0.3	13.6
COC(=O)c1ccccc1S(=O)(=O)C(C)(C)C	-12.3	1.9	-0.9	-8.7	-18.1	-5.5	-0.2	-1.4	-17.2	-0.5	-6.8
Cc1nc(-c2ccc(Cl)cc2)sc1C1(C)CC(c2ccc(Br)cc2)=NO1 (configuration not stated)	-5.9	x	-1.8	-15.2	-7.8	-6.8	-1.6	-1.9	13.7	-0.7	-10.9
Cc1ccc(Cc2cnc(NC(=O)C3CCCO3)s2)cc1 (configuration not stated)	-4.5	0.2	-2.9	0.0	-9.1	-8.4	2.8	-1.7	9.2	4.7	-13.0
COc1ccccc1CCC(=O)OCC(=O)Nc1ccc(C)c(S(=O)(=O)N2CCCCC2)c1	9.2	-0.9	0.2	0.5	4.8	-5.1	1.0	-10.0	35.8	-0.7	-11.4
Cc1cccn2cc(CCNC(=O)c3ccc(Br)o3)nc12	113.0	x	-1.6	-2.1	0.7	-7.3	1.8	5.4	16.6	1.2	-2.0
CCc1ccc(S(=O)(=O)Nc2c(C)nc3nc[nH]n3c2=O)cc1	114.5	-0.9	4.6	-30.1	3.8	-8.3	-0.4	-1.5	0.1	1.3	9.1
COc1cccc(NC(=O)CSCC(=O)O)c1	-0.9	-1.3	-1.5	0.4	1.2	-8.9	-1.2	4.7	7.9	-1.6	11.6
CCOc1ccc(CN2CCN(C(=O)c3cccc(F)c3)CC2)cc1	204.5	1.7	-0.7	-1.6	1.0	2.9	1.3	2.4	-0.4	4.0	10.8
COc1ccc(-c2oc(=O)c3cc(OC)c(OC)cc3c2C#CCCO)cc1	11.8	x	-5.3	-1.1	3.2	-14.0	0.7	-7.3	8.2	3.7	12.5
CC(=O)Nc1ccc2[nH]ccc2c1	-15.4	x	0.2	3.1	11.3	3.0	1.3	-3.2	10.8	0.0	3.6
CCCCCCCC(=O)C(C)C(=O)N(C)[C@H](Cc1ccc(OC)cc1)C(=O)N(C)[C@H](C(N)=O)C(C)C (some centres not stated)	x	x	1.5	-3.8	-2.3	-16.5	0.1	-1.2	10.1	0.4	1.0
Fc1ccc(NC(=S)Nc2cc(Cl)ccc2Cl)cc1	-6.3	32.9	0.6	-1.5	-22.6	-2.2	-1.2	-2.9	3.8	0.6	-4.8
NS(=O)(=O)c1ccc(N2CCN(C(=O)c3ccco3)CC2)nc1	-6.1	1.1	-2.1	1.1	-4.0	-6.5	-0.4	1.7	-17.6	-0.6	-13.3
COc1ccc(NC(=S)Nc2ccc(F)cc2)c(OC)c1	1.2	x	0.3	-6.9	5.4	-1.2	0.0	-4.0	19.5	-2.2	7.0
COc1ccc(C(=O)C2CCCN(Cc3c(F)ccc(F)c3F)C2)c(OC)c1 (configuration not stated)	-8.1	-2.4	0.1	2.3	4.0	-2.3	2.4	-1.4	-2.9	-1.3	3.2
Cc1ccccc1S(=O)(=O)Cc1ccc(C(=O)NCc2ccccc2)o1	-2.1	3.9	0.1	-14.8	-2.1	-5.1	1.7	5.7	1.7	0.7	-3.3
COc1ccc(NC(=O)NCCCCc2ccccc2)c(OC)c1	7.2	-0.5	2.9	4.4	-1.7	-4.0	0.3	-2.9	-2.8	-2.8	-9.1
COc1ccc(CCNC(=O)/C=C/C(=O)O)cc1	32.6	-2.0	-1.7	-8.2	-0.8	-3.1	-0.9	7.0	-31.5	-3.5	-11.1
CCS(=O)(=O)N1CCN(c2ccc(Cl)cc2[N+](=O)[O-])CC1	-7.9	27.9	-1.3	-8.9	3.5	-1.3	0.1	-1.5	-1.5	-0.3	1.1
CCCCCn1c(SCc2cccc(C)c2)nc2c1c(=O)[nH]c(=O)n2C	1.7	x	-3.3	4.3	-9.8	-6.8	-0.6	2.0	8.5	-3.1	-8.5
O=c1[nH]c(C2CCN(S(=O)(=O)c3ccc(S(=O)(=O)NC4CC4)cc3)CC2)nc2c1nnn2Cc1cccc(F)c1	-7.4	-4.6	-1.3	-8.9	8.6	-13.6	-0.8	2.9	3.4	-1.5	-5.9
Cc1[nH]c(C)c(S(=O)(=O)Nc2ccccc2)c1C(=O)N1CCCC1	-14.1	2.6	-0.7	-5.8	-4.9	1.5	0.0	-4.0	3.6	-1.2	-12.1
Cc1ccc(OC(=O)c2cc(=O)c3ccccc3o2)cc1	6.4	-1.0	4.5	-9.4	-10.8	-7.9	-2.4	-3.5	-16.9	x	6.1
COc1ccc(-c2noc(CCC(=O)N3CCN(c4ccccc4C)CC3)n2)cc1	x	x	2.6	-5.3	-1.5	-12.5	1.0	-4.5	-6.6	0.5	-9.1
